EPAC1 ag – EPAC1 (human) agonism; Potency, µM (doses to about 154 µM), for inactives: at the highest dose activation, hits mostly activators; AID 720707; O95398; 360,000 tested, 0.073% active; EPAC1 agonist qHTS, biochemical assay; response scale: 100% = response to 6.5 mM cAMP; further: potency means the concentration at half of the fitted maximal effect; nearly all actives have a fitted effect of over 60% in size
Target sequence (O95398 whole entry, looked up): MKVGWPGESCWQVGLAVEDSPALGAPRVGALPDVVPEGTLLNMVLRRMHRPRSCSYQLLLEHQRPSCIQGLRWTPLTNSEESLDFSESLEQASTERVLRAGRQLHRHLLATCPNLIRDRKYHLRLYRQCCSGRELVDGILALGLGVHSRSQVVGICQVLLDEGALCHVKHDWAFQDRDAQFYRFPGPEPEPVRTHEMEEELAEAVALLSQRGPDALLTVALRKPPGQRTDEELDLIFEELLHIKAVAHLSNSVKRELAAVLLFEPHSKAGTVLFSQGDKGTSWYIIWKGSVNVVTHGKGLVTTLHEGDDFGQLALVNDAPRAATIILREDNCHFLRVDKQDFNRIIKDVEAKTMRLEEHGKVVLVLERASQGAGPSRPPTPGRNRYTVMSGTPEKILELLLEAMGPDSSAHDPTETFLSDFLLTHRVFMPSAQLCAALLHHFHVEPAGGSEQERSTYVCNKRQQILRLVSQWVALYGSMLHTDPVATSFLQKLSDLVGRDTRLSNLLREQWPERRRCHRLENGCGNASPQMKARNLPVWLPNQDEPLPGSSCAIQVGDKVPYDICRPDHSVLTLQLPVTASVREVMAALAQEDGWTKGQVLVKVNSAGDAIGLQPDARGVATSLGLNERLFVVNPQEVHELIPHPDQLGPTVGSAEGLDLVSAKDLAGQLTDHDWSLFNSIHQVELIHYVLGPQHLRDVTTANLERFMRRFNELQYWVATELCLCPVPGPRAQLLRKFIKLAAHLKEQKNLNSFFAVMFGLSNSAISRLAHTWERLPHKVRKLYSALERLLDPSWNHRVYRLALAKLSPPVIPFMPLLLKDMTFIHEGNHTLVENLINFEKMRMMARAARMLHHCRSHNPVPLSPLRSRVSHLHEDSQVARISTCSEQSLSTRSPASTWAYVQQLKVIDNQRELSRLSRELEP
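Read-out is the fluorescence drop as BODIPY-GDP leaves Rap1B (480 nm excitation, 540 nm emission), recorded every 5 minutes over 30 minutes. Reactions held 100 nM EPAC1, 250 nM Rap1B–BODIPY-GDP and 50 uM GDP, with 6.5 mM cAMP setting full activation.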
GLP-1R inv ag – inverse agonists of human GLP-1 receptor; HEK293 GLP-1R CRE-luciferase, luminescence, 24 h; GLP-1R form is constitutively active; 410,000 tested, 1.6% active; AID 624417; Potency, µM (highest dose often 38.3 µM), inactives show top-dose activity change, negative = inhibition, most hits filed as inhibitors; P43220; further: potency means the concentration at half of the fitted maximal effect; on the % scale 0 is the no-effect control and ±100 the full control effect; nearly all actives have a fitted effect of over 55% in size
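Inverse agonists were sought by their lowering of basal cAMP reporter luciferase output in HEK293 cells stably carrying constitutively active human GLP-1R, after 24 h compound treatment.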
GLP1R cytotox – cytotoxicity in counter-screen for GLP-1R inverse agonists; HEK293 cAMP-luciferase reporter cells, luminescence, 24 h; AID 624418; Potency, µM (highest dose often 38.3 µM), for inactives: top-dose activity change, negative = inhibition, hits mostly inhibitors; 410,000 tested, 0.13% active;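 further: loss of luciferase light is scored as toxicity; potency means the concentration at half of the fitted maximal effect; on the % scale 0 is the no-effect control and ±100 the full control effect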
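Here, cytotoxicity is scored as loss of luminescence. The MLSMR collection was tested on cells seeded in medium containing 10% Nu serum, with a 24 hr compound exposure preceded by 12 hours of culture.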
PLK1 PBD inh – blocks phosphopeptide binding to human PLK1 polo-box domain. Plk1 PBD binding of FITC phosphopeptide, fluorescence polarization. Potency, µM, inactives show max response, negative = inhibition, usual class: inhibitors. P53350. AID 720504. 360,000 tested, 2.8% active; further: potency means the concentration at half of the fitted maximal effect; series mostly up to about 57 µM; on the % scale 0 is the no-effect control and ±100 the full control effect; nearly all actives have a fitted effect of over 65% in size
PTHR1 agonist – PTHR1 (human) receptor agonism | Q03431 | HEK293 GP2 PTHR1 cells, GloSensor cAMP luminescence, 1 h | Potency, µM (titrated, usually from 115 µM), without a hit: at the highest dose activation, hits mostly activators | 410,000 tested, 0.075% active; further: potency means the concentration at half of the fitted maximal effect; nearly all actives have a fitted effect of over 55% in size; some results filed as inactive show a strong effect at the top dose; inactives centre near -15; many of its hits are not listed in these tables
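HEK-293-derived GP2 cells expressing PTHR1 and a GloSensor cAMP reporter, 3,000/well, plated overnight, given luciferin plus IBMX (each 0.5 mM as added) for 1 h at 37 °C, then compound for 1 h at 37 °C. Luminescence was read after 15 min at room temperature.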
IL-2 act – IL-2 activation. IL-2 activation reporter assay, cell-based qHTS; stimulated with anti-CD3/CD4/CD28 beads; in transgenic mouse T cells. activation, % (series mostly up to about 46 µM). 360,000 tested, 0.065% active. AID 652025; in the data active means activation above about 50%; inconclusive means mostly about 30% to 49%; further: 0% is about no effect
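EGFP and DsRed fluorescence is measured by plate cytometry in unstimulated transgenic mouse T cells exposed to compound for 60 minutes, then stimulated 18 hours at 37 degrees C with anti-CD3/anti-CD4 beads plus anti-CD28.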
EPAC1 antagonist – blocks human EPAC1 exchange factor; O95398; EPAC1 GEF assay, Rap1b-BODIPY-GDP exchange fluorescence; Potency, µM (titrated, usually from 115 µM), for inactives: top-dose activity change, negative = inhibition, usual class: inhibitors; 360,000 tested, 0.14% active;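 further: potency means the concentration at half of the fitted maximal effect; plate controls were vehicle for no effect and positive control for full effect; nearly all actives have a fitted effect of over 50% in size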
PI5P4Ka inh – PI5P4K alpha (human) kinase inhibition | PI5P4Kalpha enzyme, ADP-Glo luminescence, 60 min; stronger effect = lower value | P48426 | 330,000 tested, 1.2% active | max response, %; active means max response of -50% or lower; inconclusive means between -30% and -50%; inactive means -30% or higher; further: value at the top dose of about 77 µM; on the % scale 0 is the no-effect control and ±100 the full control effect
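Luminescence from ADP-Glo served as readout of PI5P4Kalpha activity in a qHTS format. Reaction: enzyme, substrate, compound, ATP at 5 microM final, 60 min at RT.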
GLP-1R agonist – agonists of human GLP-1 receptor; P43220; HEK293 GLP-1R CRE-luciferase, luminescence, 4-6 h; cells express a hypersensitive GLP-1R form; Potency, µM (top dose mostly 45.6 µM), without a hit: top-dose activation, usual class: activators; 380,000 tested, 0.007% active; further: potency means the concentration at half of the fitted maximal effect; % of control where 0% means no effect
Starred values were filed as active, the others as inactive; i = inactive; ? = inconclusive; . = no result given; & = joins results of further samples; [ ] = dose if it differs, or a comment. Unless noted, the call rests on the fitted dose curve; in most records, active means well fitted curve in the direction sought with a large enough effect; inconclusive means small, poorly fitted or top-dose-only effect, or another doubt; inactive means no such curve, though single readings can be large; an effect the other way counts as inactive or inconclusive.

cpd	molecule	PTHR1 agonist	IL-2 act	GLP-1R inv ag	GLP1R cytotox	GLP-1R agonist
1	COc1ccc(CCN2C(=O)COc3ccccc3C2C(=O)Nc2ccc3c(c2)OCCO3)cc1OC (configuration not stated)	-23%	1.9	17%	2%	5%
2	O=C(CSc1nnc(CNC(=O)c2ccccc2F)o1)NCCc1ccccc1	-1%[57.5 µM]	-1.6	0%	1%	0%
3	O=C(N/N=C/c1cccs1)c1cc(-c2cccc3ccccc23)n[nH]1	-38%[inhibitor]	0.6	?	?	25%
4	CCOC(=O)N1CCC(=NNS(=O)(=O)c2cccc([N+](=O)[O-])c2)CC1	i	-1.5	0%	2%	-5%
5	OC(CC#CCN1CCCC1)(c1ccccc1)c1ccccc1	-40%[inhibitor]	1.4	?	-16%	-3%
6	O=C(C1CCN(S(=O)(=O)N2CCC3(CC2)OCCO3)CC1)N1CCc2ccccc2C1	-66%[inhibitor]	-0.2	-15%	-13%	0%
7	O=c1c(-c2c(O)cc(O)c3c(=O)cc(-c4ccc(O)cc4)oc23)c(-c2ccc(O)cc2)oc2cc(O)cc(O)c12	?	-0.2	-17%	-7%	0%
8	Cc1cccc(C)c1NC(=O)CN(C)C(=O)c1cccc(NS(=O)(=O)c2ccccc2)c1	6%	-0.6	36%	22%	0%
9	C=CCOC(=O)C(C#N)c1nc2ccccc2nc1N1CCN(c2ccccc2OCC)CC1 (configuration not stated)	-24%	-3.1	?	3%	-1%
10	CC(=O)C[C@H]1c2ccccc2S(=O)(=O)N1c1ccccc1	-17%	1.3	18%	-6%	-4%
11	CC(=O)C[C@@H]1OC[C@H](Cc2ccccc2)N1S(=O)(=O)c1ccc(C)cc1	-3%	-0.4	-8%	1%	.
12	CCOc1ccc2oc(C(=O)N(CCOC)c3c(N)n(CC(C)C)c(=O)[nH]c3=O)c(C)c2c1	i	0.8	-8%	-21%	-3%
13	CCOc1ccc(-c2cccc(NC(=O)COc3ccccc3)c2)nn1	-27%	0.2	-16%	-21%	12%
14	COc1ccc(NC(=O)CN(C)C(=O)c2cn(-c3ccccc3)nc2-c2cccnc2)cc1	i	-0.5	-18%	10%	8%
15	COc1ccc(Cl)cc1-c1cc(C(=O)Nc2ccc(C(C)(C)C)cc2)[nH]n1	-11%	-0.4	?	-10%	-4%

cpd	EPAC1 antagonist	EPAC1 ag	PI5P4Ka inh	PLK1 PBD inh
1	-1%	-14%	-2	2%
2	12%	-5%	-1	0%
3	-1%	-1%	-7	2%
4	9%	-5%	.	?
5	6%	0%	1	-6%
6	-9%	-4%	1	-4%
7	56µM*	-16%	-83*	?
8	-23%	-9%	1	-7%
9	-23%	-12%	-3	-8%
10	7%	3%	1	-6%
11	-11%	0%	-1	-4%
12	7%	-9%	-6	1%
13	-25%	9%	1	-6%
14	-2%	?	1	-5%
15	-12%	-9%	9	2%

Next compounds:
cpd	molecule	PTHR1 agonist	IL-2 act	GLP-1R inv ag	GLP1R cytotox	GLP-1R agonist
16	O=C(CN(C(=O)c1csnn1)c1cccc2c1CCCC2)NCc1ccc(F)cc1	-10%	-1.0	?	-3%	1%
17	O=C(O)c1[nH]c2ccccc2c1CC(=O)N1CCN(c2ccccc2)CC1	-11%	0.3	5%	2%	5%
18	COc1ccc(-n2c(=O)cc(N3CCN(c4ccccc4F)CC3)[nH]c2=O)cc1	-1%[57.5 µM]	-1.6	0%	-19%	-15%
19	CCCOP(=O)(c1ccc(N(C)C)cc1)C(O)c1ccc(Br)cc1 (configuration not stated)	-9%	-6.2	?	14%	6%
20	Cc1csc(N/N=C/c2c(F)cccc2Cl)n1	-34%[inhibitor]	-3.8	?	3%	6%
21	Cc1cccc(C(=O)OCC(=O)c2ccc3c(c2)OCCO3)c1O	-44%[inhibitor]	-1.1	-16%	2%	12%
22	CNCC(=O)O	-25%	1.8	-3%	-7%	10%
23	O=C1CCC(C(=O)Nc2ccccc2N2CCCC2)=NN1	-7%	-0.9	-5%	-22%	-10%
24	CCOC(=O)[C@]12CCC=C1N(Cc1ccccc1)C(=O)[C@H](CC(=O)N1CCCCC1)C2	-23%	0.6	1%	-4%	7%
25	CCn1c(SCC(=O)N2CCC(C)CC2)nnc1-c1ccc(S(=O)(=O)N2CCN(C)CC2)cc1	i	-1.2	0%	-20%	2%
26	CCOC(=O)c1[nH]c2ccccc2c1NC(=O)c1ccc(S(=O)(=O)N2CCCC2)cc1	-46%[inhibitor]	-2.7	-15%	-2%	21%
27	O=C(COc1cc(Cl)ccc1Cl)Nc1nnc(CC(=O)N2CCOCC2)s1	-1%[57.5 µM]	-3.0	4%	6%	-12%
28	O=C(Nc1cccc(C(F)(F)F)c1)Nc1nnc([C@@H]2C[C@H](O)[C@@H](CO)O2)s1	-17%	-0.3	?	-6%	-15%
29	Cc1c(NC(=O)c2c(F)c(F)c(F)c(F)c2F)c(=O)n(-c2ccccc2)n1C	i	-2.1	-16%	-16%	-7%
30	Cc1ccc(NS(=O)(=O)c2ccc3c(c2)NC(=O)CO3)cc1Cl	-21%	0.1	10µM*	-10%	-1%

cpd	EPAC1 antagonist	EPAC1 ag	PI5P4Ka inh	PLK1 PBD inh
16	-4%	4%	-9	-21%
17	-7%	4%	-1	-8%
18	-7%	-2%	.	-22%
19	-11%	-9%	8	1%
20	0%	-8%	-7	-4%
21	-17%	19%	19	0%
22	-3%	-3%	3	-7%
23	-11%	?	-14	-10%
24	-9%	3%	-2	-17%
25	2%	4%	-3	-1%
26	-4%	-3%	2	-8%
27	12%	6%	-11	-16%
28	-2%	-10%	-3	1%
29	-1%	2%	-7	-18%
30	-17%	-8%	2	-5%

New compounds follow.
cpd	molecule	PTHR1 agonist	IL-2 act	GLP-1R inv ag	GLP1R cytotox	GLP-1R agonist
31	Cc1ccc(S(=O)(=O)NNC(=S)Nc2c(Cl)cccc2Cl)cc1	-2%	0.9	0%	2%	5%
32	COc1ccc(/C=N/NC(=O)c2c(C)nc3ccccn23)cc1[N+](=O)[O-]	i	1.2	9%	-9%	9%
33	CC(=O)Nc1ccc(N(C(=O)c2cnccn2)C(C(=O)NC2CCCCC2)c2ccc(F)cc2)cc1 (configuration not stated)	-11%	0.1	2%	-4%	4%
34	O=C(NC(=S)Nc1ccc2c(c1)OCCO2)c1cccc2ccccc12	i	5.1	?	?	15%
35	COc1ccc(C)cc1NC(=O)CN1C(=O)CSc2ccc(S(=O)(=O)N3CCCC3)cc21	-7%	-2.1	?	-11%&1%	6%
36	O=C1c2ccc(Br)cc2C(=O)N1c1ccc(Cl)cn1	-16%	0.6	10%	-12%	-3%
37	N/C(CSc1nc(-c2ccccc2)c(-c2ccccc2)o1)=N\O	-39%[inhibitor][57.5 µM]	-0.1	?	-10%	2%
38	COc1ccc2ccc3ccc(OC)c(OC(C)=O)c3c2c1	-26%	-4.0	?	-4%	1%
39	O=C(Nc1ccc([N+](=O)[O-])cc1)Nn1cnnc1	i	-3.3	22%	-7%	-1%
40	Cc1cc(C)c(NC(=O)C2CCCO2)c(C)c1 (configuration not stated)	i	-1.7	8%	-7%	-4%
41	Cc1cc([N+](=O)[O-])ccc1NC(=O)c1cccc(NC(=O)C(C)C)c1	i	-2.4	-6%	-15%	11%
42	Cc1ccc(C(=O)N2CCN(C(=O)CN3CCOCC3)C2)cc1	i	1.1	1%	-8%	-14%
43	CC(=O)c1cccc(NC(=O)CN2CCc3cc4c(cc3C2C)OCCCO4)c1 (configuration not stated)	-7%	-4.1	3%	-6%	4%
44	COc1ccc(NC(=O)CSc2nnc(Cc3cccs3)n2-c2ccc(C)cc2)cc1	-16%	0.0	4%	-20%	-3%
45	Cc1ccc(C(=O)NC(C)c2ccc(C)c(C)c2)s1 (configuration not stated)	-18%	0.1	?	-11%	12%

cpd	EPAC1 antagonist	EPAC1 ag	PI5P4Ka inh	PLK1 PBD inh
31	-8%	-5%	4	-3%
32	2%	3%	-2	-8%
33	-7%	-1%	-3	-7%
34	-4%	13%	4	-3%
35	-2%	-3%	3	1%
36	-5%	8%	-2	3%
37	-14%	5%	-7	-11%
38	-7%	10%	19	-2%
39	6%	-3%	0	-17%
40	-1%	7%	-1	5%
41	?	-10%	-1	7%
42	-1%	0%	-1	-1%
43	-25%	15%	-3	-3%
44	-14%	20%	.	-4%
45	3%	10%	2	-15%

Single records (already shown):
CC(=O)c1cccc(NC(=O)CN2CCc3cc4c(cc3C2C)OCCCO4)c1 (configuration not stated) across the screens: PTHR1 agonist = -7%; IL-2 act = -4.1; GLP-1R inv ag = 3%; GLP1R cytotox = -6%; GLP-1R agonist = 4%; EPAC1 antagonist = -25%; EPAC1 ag = 15%; PI5P4Ka inh = -3; PLK1 PBD inh = -3%
Cc1cc([N+](=O)[O-])ccc1NC(=O)c1cccc(NC(=O)C(C)C)c1 across the screens: PTHR1 agonist = i; IL-2 act = -2.4; GLP-1R inv ag = -6%; GLP1R cytotox = -15%; GLP-1R agonist = 11%; EPAC1 antagonist = ?; EPAC1 ag = -10%; PI5P4Ka inh = -1; PLK1 PBD inh = 7%

New compounds follow
cpd	molecule	PTHR1 agonist	IL-2 act	GLP-1R inv ag	GLP1R cytotox	GLP-1R agonist
46	Cn1c(=O)c2c(-c3ccccc3)n(CCCN3CCOCC3)cc2n(C)c1=O	-22%[57.5 µM]	0.6	20%	11%	20%
47	OC(c1nc2ccccc2[nH]1)C(O)c1nc2ccccc2[nH]1 (configuration not stated)	i	2.3	13%	4%	0%
48	O=C(NC(=S)Nc1cccc2cccnc12)c1cccs1	-13%	-1.2	-15%	-25%	10%
49	COCc1nnc(NC(=O)CSc2ccc(C)cc2)s1	-1%[57.5 µM]	-2.5	0%	-12%	-3%
50	COc1ccc(S(=O)(=O)NCCN2CCOCC2)c(C)c1C	i	-0.1	4%	-6%	14%

cpd	EPAC1 antagonist	EPAC1 ag	PI5P4Ka inh	PLK1 PBD inh
46	-2%	2%	-8	-12%
47	-3%	-2%	-3	0%
48	-4%	12%	-4	-8%
49	4%	4%	.	?
50	-6%	7%	2	-18%

This is a subset; rates above refer to the full screens.
